KDM5B inhibitor: Primary screen for KDM5B Histone Demethylases FDH-coupled qHTS | Lysine-specific demethylase 5B (Homo sapiens), Q9UGL1 | KDM5B demethylase, FDH-coupled NADH fluorescence (FDH is formaldehyde dehydrogenase) | Potency, µM (top dose mostly 57.7 µM), for inactives: at the top dose activity change, negative = inhibition, most hits filed as inhibitors | hit rate 2.6% among 220,000; active means well fitted inhibition curve with a large enough effect; inconclusive means small, poorly fitted or top-dose-only effect; inactive means no such curve, though single readings can be large or run the other way; further: 0% is about no effect; nearly all actives have a fitted effect of over 70% in size
Target sequence (Q9UGL1 whole entry, looked up): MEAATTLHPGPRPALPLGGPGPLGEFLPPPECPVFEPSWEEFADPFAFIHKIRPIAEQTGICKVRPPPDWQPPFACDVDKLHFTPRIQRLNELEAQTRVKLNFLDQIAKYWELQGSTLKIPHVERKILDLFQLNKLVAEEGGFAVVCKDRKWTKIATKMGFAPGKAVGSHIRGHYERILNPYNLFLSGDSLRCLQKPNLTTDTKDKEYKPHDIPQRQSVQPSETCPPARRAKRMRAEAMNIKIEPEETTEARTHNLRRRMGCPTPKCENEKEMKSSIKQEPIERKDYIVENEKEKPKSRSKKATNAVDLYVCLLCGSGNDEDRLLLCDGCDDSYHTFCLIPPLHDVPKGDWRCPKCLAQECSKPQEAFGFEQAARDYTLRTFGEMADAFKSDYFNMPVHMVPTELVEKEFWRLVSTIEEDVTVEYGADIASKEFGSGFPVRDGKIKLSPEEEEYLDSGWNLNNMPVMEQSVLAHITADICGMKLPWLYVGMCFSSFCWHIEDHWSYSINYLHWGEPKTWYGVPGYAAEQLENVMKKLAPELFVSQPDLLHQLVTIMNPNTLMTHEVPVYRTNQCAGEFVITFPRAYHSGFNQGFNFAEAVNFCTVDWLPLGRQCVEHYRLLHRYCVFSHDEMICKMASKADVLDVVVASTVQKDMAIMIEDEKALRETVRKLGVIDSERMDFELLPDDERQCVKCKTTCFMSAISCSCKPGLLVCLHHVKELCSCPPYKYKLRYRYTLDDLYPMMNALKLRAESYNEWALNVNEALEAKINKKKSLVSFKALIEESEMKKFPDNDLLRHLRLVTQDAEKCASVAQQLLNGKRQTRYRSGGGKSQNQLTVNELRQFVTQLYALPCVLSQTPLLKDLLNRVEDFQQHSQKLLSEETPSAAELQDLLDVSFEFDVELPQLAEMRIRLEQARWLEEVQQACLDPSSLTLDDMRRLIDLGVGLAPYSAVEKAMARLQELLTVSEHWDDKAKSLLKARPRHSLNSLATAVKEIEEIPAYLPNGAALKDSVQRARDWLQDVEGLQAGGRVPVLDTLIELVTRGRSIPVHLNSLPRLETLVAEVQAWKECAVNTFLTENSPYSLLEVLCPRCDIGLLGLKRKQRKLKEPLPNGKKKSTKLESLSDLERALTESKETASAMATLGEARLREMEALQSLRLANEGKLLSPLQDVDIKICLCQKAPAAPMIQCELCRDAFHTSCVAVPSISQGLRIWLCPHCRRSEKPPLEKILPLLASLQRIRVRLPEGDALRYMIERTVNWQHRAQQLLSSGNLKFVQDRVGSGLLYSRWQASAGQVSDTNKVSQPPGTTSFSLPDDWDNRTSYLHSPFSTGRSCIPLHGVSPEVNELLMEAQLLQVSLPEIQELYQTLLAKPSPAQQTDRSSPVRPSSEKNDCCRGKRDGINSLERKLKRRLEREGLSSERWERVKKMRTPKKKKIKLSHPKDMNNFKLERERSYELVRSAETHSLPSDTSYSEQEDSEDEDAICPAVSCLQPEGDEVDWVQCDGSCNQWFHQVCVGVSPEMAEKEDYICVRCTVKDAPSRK
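Measured: NADH fluorescence change, 30 min, RT. System: KDM5BΔAP 200 nM final, H3K4me3 peptide, α-KG, Fe(II), ascorbate, NAD⁺ plus FDH, pH 7.5 HEPES. Compounds: titrated, 10 min pre-incubation with enzyme.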
The depositor's hits bear a star; ? = inconclusive; [ ] = remark or other dose. Potency means the concentration at half of the fitted maximal effect.

SMILES	KDM5B inhibitor
CCOc1ccc(N2C(=O)c3n[nH]c(-c4ccco4)c3C2c2cccnc2)cc1 (stereo not drawn)	-21%
CCC(C(=O)Nc1ccccc1)n1cnc2c1c(=O)n(C)c(=O)n2C (stereo not drawn)	8%
c1cc(-c2n[nH]c(CNC3CCC4(CCNCC4)CC3)n2)ccn1	-20%
Cc1cc2c(c(=O)n(-c3ccccc3)c(=O)n2CC(=O)Nc2ccccc2F)n1C	18%
CN(C)c1ccc(C(=O)N2CCC3(CC2)NC(=O)N(Cc2ccccc2)C3=O)cc1	1%
O=C(NCc1ccc(Cl)cc1)c1nc(Cc2c[nH]c3ccccc23)no1	8%
CCN1C(=O)C(=O)N(CC(=O)c2cc(C)n(C3CC3)c2C)C1=O	12%
CCN1CCN(c2nc3c(c(=O)n(C)c(=O)n3C)n2CC(N)=O)CC1	6%
Cc1csc(NC(=O)CCc2nc(-c3ccsc3)no2)n1	7%
CC(C)(C)OC(=O)n1cc(/C=N/NC(=O)c2ccco2)c2ccccc21	-22%
COc1ccc(OCCn2c(NC(=O)c3cccs3)nc3ccccc32)cc1	-3%
CCCNCc1ccccc1C(F)(F)F	-14%
CCc1ccc(NC(=O)Cn2c(=O)n(-c3cc(C)cc(C)c3)c(=O)c3oc4ccccc4c32)cc1	-28%
CCC1=C(C(=O)OC)C(c2cccc(C)c2)N2C(CC(=O)NCC3CC3)=CSC2=N1 (stereo not drawn)	-26%
Cn1ccnc1CN1CCN(C(=O)c2cn(Cc3ccc(Cl)cc3)nn2)CC1	52%[activator]
CCOc1ccc(NC(=O)Cn2c(=O)n(-c3ccc(C)cc3)c(=O)c3cc(OC)c(OC)cc32)cc1	-12%
O=C(Nc1ccnn1Cc1cccs1)c1cccc(S(=O)(=O)N2CCCC2)c1	-3%
CCN(CC)C(=S)SCC(=O)NC(=O)NC	-15%
O=C1c2ccc([N+](=O)[O-])cc2C(=O)N1c1ccc([N+](=O)[O-])cn1	?
CC(=O)c1ccc(N2CCN(C(=O)CCS(=O)(=O)c3ccc4c(c3)oc(=O)n4C)CC2)cc1	-13%[11.5 µM]
C=CCOc1cccc(-c2nc(C(=O)Nc3ccc(F)cc3)cs2)c1	?
COCCN(C(=O)c1ccc2c(c1)C(=O)N(c1ccccc1Cl)C2=O)c1c(N)n(CC(C)C)c(=O)[nH]c1=O	-7%
O=C(CN1CCN(S(=O)(=O)N2CCCCC2)CC1)Nc1cc(Cl)ccc1Cl	-17%
COc1ccc2cc1Nc1ccc(cc1)C[C@H](NC(=O)Cc1cccc(Cl)c1)C(=O)N(C)[C@H](C(=O)NCCC(C)C)C2	?
O=C(Cn1c2c(c(=O)n3ncnc13)CCC2)N/N=C/c1cccs1	15%
Cc1cccc(-c2nc3c4c(-c5ccccc5)c(-c5ccccc5)oc4ncn3n2)c1	-11%
CCOc1ccc(C2Cn3nnc(-c4nc(-c5ccncc5)no4)c3CO2)cc1 (stereo not drawn)	-27%
CCOc1cc(C=O)ccc1OCc1ccc(C(=O)O)cc1	6%
Cc1ccc(C2CC(c3cccs3)=NN2C(=O)CCl)cc1 (stereo not drawn)	?
COCc1nnc2n1CCC(NC(=O)COc1ccc(Cl)cc1)CC2 (stereo not drawn)	25%
COc1ccc(C(=O)NC2CCN(c3cc(-c4ccccc4)[nH]n3)CC2)cc1	5%
CC[C@H]1CN(S(=O)(=O)c2ccc(OC)cc2)CC[C@H]1CC(=O)N1CCC(C(=O)OC)CC1	5%
COC(=O)c1cc(OC(=O)c2cc(OC)cc(OC)c2)cc(C(=O)OC)c1	19%
COc1cc(OC)c(NC(=O)c2cnc(NCc3ccc4c(c3)OCO4)nc2C)cc1Cl	145%[activator]
COCCn1c(-c2ccc(OCc3ccc(F)cc3)c(OC)c2)nc2c1c(=O)[nH]c(=O)n2CC(C)C	?
COc1ccccc1CCN1CCCC(CN(C)C(=O)CN2C(=O)CNC2=O)C1 (stereo not drawn)	-8%
CCOc1ccc(NC(=O)N2CCC(CN3CCC(C)CC3)CC2)cc1	-16%
COc1ccc(CCNC(=O)c2nc(-c3ccc(Cl)cc3)n3c2CCCCC3)c(OC)c1	?
CCN1CCC(N(Cc2ccc3c(c2)OCO3)C(=O)Nc2cc(F)ccc2F)CC1	-8%
CCn1cc(SCC(=O)NC2CCCC2)c2ccccc21	27%
Cc1noc(C)c1S(=O)(=O)Nc1ccc(C(=O)Nc2ccc(C(C)C)cc2)cc1	-20%
Cc1cc(C)n2c(SCCO)nnc2n1	21%
COc1ccccc1C(=O)Nc1ccc2nc(SCC(=O)N3CCCC3)sc2c1	-6%
CCCNC(=O)CNC(=O)c1nn(Cc2ccccc2)c(=O)c2ccccc12	0%
COc1ccc(CN2CCNc3cc(-c4ccnc(C)c4)ncc3C2)cc1O	?
COc1ccccc1C(=O)N1CCCN(CCc2ccccc2)c2ccccc21	?
C[C@@H](NC(=O)NC1(c2ccccc2)CCOCC1)c1onc(-c2ccc(F)cc2)c1C(=O)O	11%
COCCN[C@H]1[C@@H]2OC[C@@H](O2)[C@@H](NCc2ccc(-c3ccccc3)cc2)[C@@H]1O	?
Cc1ccc(C(=O)Nc2cccnc2Oc2ccccc2)cc1F	5%
O=C(Cc1ccc(Cl)cc1)N1CCC(c2n[nH]c(=O)n2-c2ccccc2)CC1	34%
NC(=O)CNC(=O)c1cc2c(s1)CCN(C(=O)c1ccc(Cl)cc1)C2	12%
O=C(Cc1n[nH]c(=O)c2ccccc12)NCC(=O)N1CCN(c2ccccc2)CC1	10%
Cn1cccc1C(=O)NCCc1c[nH]c2ccccc12	17%
CCCCCCc1ccc(OC(=O)c2cncc(Br)c2)cc1	26%
CC(C)N1C(=O)CO[C@H](c2ccc(NC(=O)c3ccc(C#N)cc3)cc2)[C@H]1CO	8%[86.2 µM]
O=C(CN(CC1CCOC1)C1CC1)NCc1cccs1 (stereo not drawn)	-5%
S=C1NCN(Cc2cccnc2)CN1c1cccc2ccccc12	13%
NC(N)=NCCN1CCN(Cc2ccccc2)CC1	25%
CC(=O)N1CCCc2cc(S(=O)(=O)N3CCCC(C(=O)Nc4ccc(F)cc4F)C3)ccc21 (stereo not drawn)	0%
O=C(c1ccsc1)N1CCC(Nc2cccnc2)C1 (stereo not drawn)	13µM*
(further entries)
SMILES	KDM5B inhibitor
Cc1ccc(CNC(=O)CCC(=O)N2CC3CCCN3c3ccccc32)cc1 (stereo not drawn)	?
O=C1NC[C@@H](CCC(=O)N2CCCC2)N2C[C@@H](NCc3ccc(F)cc3)C[C@@H]12	?
O=C(O)c1ccc(S(=O)(=O)NCc2ccco2)cc1	-5%
O=C(CSc1nc(-c2ccccc2)nc2cc(=O)[nH]n12)Nc1ccccc1	143%[activator]
O=C1NCCOCCCN(C(=O)c2ccsc2)[C@H]2CCCC[C@@H]12	21%
COc1ccc2nc(NC(=O)Cn3nc4c(cc3=O)CCCC4)sc2c1	1%
CCc1noc(-c2ccn3c(CNC(=O)c4ccc(F)cc4)nnc3c2)n1	13µM*
CC(C)(C)CNC(=O)c1nc[nH]c1C(=O)N1CCCCC1	1%
O=C(Cn1cccc1-c1nc(-c2ccccc2)no1)NC1CCCCC1	0%
Cc1ccc(NC(=O)Cc2ccc(-n3c(C)nc4cccnc43)cc2)c(Cl)c1	?
Cc1cccc(NC(=O)Cn2c(=O)n(Cc3ccccc3)c(=O)c3sc4ccccc4c32)c1	?
O=C(CCC1CCN(C(=O)CCc2c[nH]c3ccccc23)CC1)NCc1cccnc1	-8%
Cc1cccc2c(=O)c(-c3cccc4ccccc34)c(N)oc12	?
CCC(CC)C(CNC(=O)Cc1n[nH]c(=O)c2ccccc12)N1CCOCC1 (stereo not drawn)	9%
Cc1nn2c(c1-c1ccccc1C(C)C)N(Cc1ccc3c(c1)CCO3)CCC2	?
CCc1nc(CN2CCCC(CO)(CC3CC3)C2)cs1 (stereo not drawn)	?
CC(=O)N1CCC(N2CC[C@H](CO)[C@H](NC(=O)C3CC3)C2)CC1	-10%
COc1ccc(CN2CCC3(CC2)C(=NC2CCCC2)NC(=O)N3c2cc(F)cc(F)c2)cc1	-2%[115 µM]
COc1ccc(C)cc1NC(=O)C1CCN(S(=O)(=O)c2c(C)noc2/C=C/c2ccco2)CC1	-40%
CC(=O)NCC(=O)O	11%
CCN(C(=O)CCS(=O)(=O)c1ccc2c(c1)oc(=O)n2C)c1ccc(OC)cc1	?
O=C(N[C@@H]1CN(C(=O)Nc2ccccc2)CCC[C@H]1O)c1ccc(OCc2ccccc2)cc1	14%
Cc1ccc(CNC(=O)CC(C)CC2=NS(=O)(=O)c3ccccc3N2)cc1 (stereo not drawn)	-15%
O=C1/C(=C/c2ccccc2)Cc2ccccc21	-12%
CCCC(=O)N1CCc2cc(OC)c(OC)cc2C1COc1ccccc1OC (stereo not drawn)	-23%
N#Cc1cc2c(cc1C(=O)c1ccccc1)OCCO2	-3%
COC(=O)COc1cc2oc(=O)cc(C)c2cc1Cl	-13%
CCCS(=O)(=O)N1CC[C@@H]2COCCN(Cc3ccccc3)[C@@H]2C1	-4%
Cc1ccc(-n2ncc(C(=O)N3CCCCC3)c2C2CCN(C(=O)OC(C)(C)C)CC2)cc1C	8%
COc1cc2c(cc1OC)C(CNC(=O)c1ccc(C)cc1)N(C(=O)NC(C)C)CC2 (stereo not drawn)	9%
Cc1nn(CC(=O)Nc2ccc3c(c2)nc2n3CCN(C)C2)c(=O)c2ccccc12	?
CNc1sc(C(C)=O)cc1C	10%
Cc1noc(C)c1-c1cc2cc(CN(C)C)oc2c(N2CCN(Cc3ccccc3)CC2)n1	?
O=C(NC1(C(F)(F)F)NC(=O)N(CCc2ccccc2)C1=O)c1ccccc1Cl (stereo not drawn)	-69%
CCOC(=O)c1c(NC(=O)c2ccc(S(=O)(=O)N3CCCC(C)C3)cc2)sc2c1CCN(C(C)C)C2 (stereo not drawn)	?
COc1cccc(CCNC(=O)c2cnc3sc(N4CCCC4)nn3c2=O)c1	?
COc1ccc(OC)c(NC(=O)C(NS(=O)(=O)c2ccc3c(c2)CCCC(=O)N3)C(C)C)c1 (stereo not drawn)	-28%
O=C(C1CC1)N1CCC(N2C(=O)C(OCC3CC3)C23CCOCC3)CC1 (stereo not drawn)	-15%
c1ccc(SCc2nnc3sc(-c4ccco4)nn23)cc1	17%
O=C(COC(=O)c1cnccn1)Nc1ccc(Cl)cc1C(F)(F)F	6%
Cc1nnc(SCC(=O)NCCc2ccco2)c2nn(-c3ccc(Cl)cc3)c(C)c12	-13%
CCn1c(=O)n(CC)c2cc(N3CCCC3)c(NC(=O)Nc3cc(Cl)c(OC)cc3OC)cc21	11%
Cc1cc2c(c3oc(=O)c4ccccc4c13)CN(Cc1ccc(F)cc1)CO2	-19%
COc1cccc(CNC(=O)[C@@H]2C[C@@H](O)CN2C2CCN(C(=O)CCCc3ccccc3)CC2)c1	-17%
CCOc1ccc2c(n1)CCN(C(=O)c1cccc(OC)c1OC)C2	-22%
Cc1cccc(C)c1NC(=O)c1ccc2ncsc2c1	3%
CC(C)(C)Nc1nc(SCC(=O)Nc2ccccc2Cl)nc(N2CCOCC2)n1	8%
Cc1onc(-c2ccccc2Cl)c1C(=O)N1CCN(C=O)CC1	0%
Cc1nc(C)c(C(=O)N2CC3CC(C2)[C@H]2CCCC(=O)N2C3)s1 (stereo partly drawn)	-9%
CC1CN(c2ccc(Cl)cc2)C(=O)CN1C(=O)CCn1cccc1 (stereo not drawn)	?
CC(C)N1CC[C@H](c2nnc(-c3ccccc3F)o2)C1	?
Cc1ccc(Cl)c2sc(NC(=O)CS(=O)(=O)c3ccc(Cl)cc3)nc12	-16%
O=C(CSc1nc2ccc(Cl)cc2[nH]1)Nc1ccc(S(=O)(=O)N2CCCCC2)cc1	-9%
CCOC(=O)c1ccccc1NC(=O)C1CCN(c2ncnc3c2nc2n3CCCCC2)CC1	-71%
CC(NC(=O)c1c(O)nc2ccccn2c1=O)c1ccccc1 (stereo not drawn)	?
Cc1ccc(Cn2cccc2-c2nc(-c3ccc(F)cc3)no2)cc1	?
Cc1nn2c(C)c(C(=O)NCc3ccco3)cnc2c1-c1ccccc1	-5%
CN(C)C[C@H]1C[C@@H](CO)CN(C(=O)c2cc(-c3ccccc3F)n[nH]2)C1	-31%

Structural class, those above containing a thiophene ring, fused or not (12)
SMILES	KDM5B inhibitor
Cc1csc(NC(=O)CCc2nc(-c3ccsc3)no2)n1	7%
COc1ccc(OCCn2c(NC(=O)c3cccs3)nc3ccccc32)cc1	-3%
O=C(Nc1ccnn1Cc1cccs1)c1cccc(S(=O)(=O)N2CCCC2)c1	-3%
O=C(Cn1c2c(c(=O)n3ncnc13)CCC2)N/N=C/c1cccs1	15%
Cc1ccc(C2CC(c3cccs3)=NN2C(=O)CCl)cc1 (stereo not drawn)	?
NC(=O)CNC(=O)c1cc2c(s1)CCN(C(=O)c1ccc(Cl)cc1)C2	12%
O=C(CN(CC1CCOC1)C1CC1)NCc1cccs1 (stereo not drawn)	-5%
O=C(c1ccsc1)N1CCC(Nc2cccnc2)C1 (stereo not drawn)	13µM*
O=C1NCCOCCCN(C(=O)c2ccsc2)[C@H]2CCCC[C@@H]12	21%
Cc1cccc(NC(=O)Cn2c(=O)n(Cc3ccccc3)c(=O)c3sc4ccccc4c32)c1	?
CNc1sc(C(C)=O)cc1C	10%
CCOC(=O)c1c(NC(=O)c2ccc(S(=O)(=O)N3CCCC(C)C3)cc2)sc2c1CCN(C(C)C)C2 (stereo not drawn)	?

Assay outcomes: PubChem BioAssay, National Center for Advancing Translational Sciences (NCATS)

Some of the compounds tested (hit frequency here may not be typical).
